Screens (PubChem BioAssay)
Scp1 inh = blocks human Scp-1 phosphatase activity. Recombinant Scp1, phosphopeptide, malachite green phosphate absorbance. inhibition, % at 20 µM. 340,000 tested, 0.88% active;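 active = inhibition above about 50% at 20 µM, limit read from the data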;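 note: plate controls were DMSO wells with enzyme for no effect and wells lacking enzyme for full effect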
Target sequence (Q9GZU7 76-261 limits assumed): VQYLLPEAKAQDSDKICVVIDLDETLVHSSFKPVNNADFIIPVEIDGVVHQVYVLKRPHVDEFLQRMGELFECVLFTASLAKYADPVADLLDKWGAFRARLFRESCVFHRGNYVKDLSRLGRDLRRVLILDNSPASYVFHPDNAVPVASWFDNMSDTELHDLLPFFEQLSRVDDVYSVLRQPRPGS
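Test system: SCP-1 catalytic domain; Buffer or medium: Acidic Tris acetate buffer with magnesium and detergent; Also added: Phosphorylated 17-residue peptide substrate; Compound: single 20 µM dose, 1% DMSO; Schedule: enzyme reaction 45 min at room temperature, colour 5 min, stabilisation 30 min; Signal: Phosphate-binding colour reagent, absorbance read at 630 nm.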
SUMO1-SIM PPI = SUMO1-SIM interaction modulation; P63165; SUMO1 binding to a labelled peptide, TR-FRET, 1 h; inhibition, % at 20 µM; 360,000 tested, 0.33% active; AID 602429; in the data active = inhibition above about 37%
Target sequence (P63165 whole entry, looked up): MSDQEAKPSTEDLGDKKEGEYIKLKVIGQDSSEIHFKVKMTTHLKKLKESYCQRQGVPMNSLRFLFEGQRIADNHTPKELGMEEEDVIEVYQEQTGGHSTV
STEP block = inhibitors of human striatal-enriched phosphatase STEP; AID 588621; recombinant STEP, OMFP fluorogenic substrate, fluorescence; inhibition, % at 20 µM; 360,000 tested, 0.25% active; P54829;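 active = inhibition at 20 µM, scaled per plate between control wells, above about 37%, limit read from the data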;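 note: 0% = DMSO with enzyme and substrate and 100% = substrate only without enzyme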
Target sequence (P54829 whole entry, looked up): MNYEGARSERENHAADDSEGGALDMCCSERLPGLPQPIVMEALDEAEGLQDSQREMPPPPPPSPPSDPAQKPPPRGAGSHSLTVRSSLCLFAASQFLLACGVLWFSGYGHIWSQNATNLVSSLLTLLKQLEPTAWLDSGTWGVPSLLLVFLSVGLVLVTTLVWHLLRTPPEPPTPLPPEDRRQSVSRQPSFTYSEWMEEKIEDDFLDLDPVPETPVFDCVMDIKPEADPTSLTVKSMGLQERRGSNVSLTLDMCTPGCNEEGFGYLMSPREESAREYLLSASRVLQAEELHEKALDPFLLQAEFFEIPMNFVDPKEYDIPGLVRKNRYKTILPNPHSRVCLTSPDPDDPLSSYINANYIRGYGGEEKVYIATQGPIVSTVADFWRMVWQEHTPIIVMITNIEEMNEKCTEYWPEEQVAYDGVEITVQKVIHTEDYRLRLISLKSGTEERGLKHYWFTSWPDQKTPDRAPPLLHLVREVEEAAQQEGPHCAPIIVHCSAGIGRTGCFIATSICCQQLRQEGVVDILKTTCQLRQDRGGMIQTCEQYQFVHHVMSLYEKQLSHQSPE
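Test system: STEP tyrosine phosphatase / Reagent: OMFP at 25 µM / Doses: 20 µM, 1% DMSO / Read-out: percent inhibition scaled to no-enzyme and uninhibited-enzyme controls, plate-pattern corrected / Detection: FITC-channel fluorescence of OMFP product / Medium: Bis-Tris buffer pH 6.0, 2.5 mM DTT, 0.005% Tween 20 / Schedule: 20 min at room temperature, dark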
DNMT1 block = DNMT1 (human) enzyme inhibition; P26358; DNMT1 molecular beacon, Hinp1I cleavage, fluorescence; inhibition (reported as % activation of signal), % at 10 µM; 360,000 tested, 0.83% active; AID 588458; in the data active = inhibition above about 50%
Rpn11 inh = blocks the human proteasome subunit Rpn11. O00487. human 26S proteasome, Ub4-pepOG fluorescence polarization; 20S core pre-blocked with epoxomicin. calls only at 20 µM. 360,000 tested, 0.59% active;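 active = inhibition at 20 µM, scaled to each plate's controls, above about 33%, limit read from the data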
Neddyl block = blocks human cullin neddylation | AID 651699 | TR-FRET cullin neddylation, biochemical | 360,000 tested, 0.58% active | P61081+Q13564 | calls only at 25 µM; in the data active = inhibition above about 36%
Rin1 Abl inh = human Rin1-Abl interaction inhibition | TR-FRET Rin1/Abl binding, biochemical | inhibition, % at 7.35 µM | 360,000 tested, 0.4% active | AID 588664; in the data active = inhibition above about 5%, passing the limit was not always enough
CSN deneddyl inh = blocks human CSN-mediated cullin deneddylation; Purified CSN, SCF-Nedd8-OG deneddylation, fluorescence polarization; inhibition, % at 12.5 µM; 360,000 tested, 0.38% active; AID 651999; Q92905;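 active = pattern-corrected inhibition above about 35%, with an unprinted fluorescence ratio check between 0.5 and 1.5, limit read from the data, passing the limit was not always enough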;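 note: 0% = enzyme with substrate and 100% = substrate without enzyme; some results filed as inactive read as strong as hits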
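Schedule: reaction 90 min, room temperature / Assay system: HEK293T-derived human Csn5 enzyme / Input: Csn5 at 0.24 nM final / Measure: inhibition of Csn5 cleavage, % / Control set: substrate-only high control, full reaction low control / Technique: fluorescence polarization of the substrate / Buffer or medium: Tris/NaCl/DTT buffer, pH 7.5 / Reagent: SCFSkp2-Nedd8OG substrate at 10 nM final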
LMPTP block = LMPTP (human) inhibition; P24666; recombinant LMPTP-A, OMFP fluorogenic substrate, fluorescence intensity; inhibition, % at 20 µM; 360,000 tested, 0.22% active; AID 651560;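 active = compounds that cut the enzyme signal by at least half of the control window in the single-dose screen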;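 note: plate controls were DMSO wells with enzyme plus substrate for no effect and substrate without enzyme for full effect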
Target sequence (P24666 whole entry, looked up): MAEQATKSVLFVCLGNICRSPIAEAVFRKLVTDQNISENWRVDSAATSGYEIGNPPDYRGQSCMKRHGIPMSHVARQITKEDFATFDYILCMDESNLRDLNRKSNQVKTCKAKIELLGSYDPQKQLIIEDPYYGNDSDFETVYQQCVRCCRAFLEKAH
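material = LMPTP-A | quantity = 0.625 nM enzyme | reagent = OMFP substrate, 400 µM final | buffer or medium = Bis-Tris pH 6.0, DTT, detergent | detection = endpoint fluorescence intensity from OMFP dephosphorylation | dosing = single 20 µM dose | read-out basis = % inhibition relative to no-enzyme and uninhibited control wells | control set = no-enzyme and uninhibited controls | timing = 50 min at room temperature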
NadD block = inhibitors of Staphylococcus aureus NadD | 360,000 tested, 0.78% active | inhibition, % at 20 µM | purified NadD enzyme, colorimetric absorbance read-out; in the data active = inhibition above about 26%; note: some compounds past the cut are filed as inactive
* = called active by the depositor; i = inactive; . = no result given; + = active, no number.

Scp1 inh	SUMO1-SIM PPI	STEP block	DNMT1 block	Rpn11 inh	Neddyl block	Rin1 Abl inh	CSN deneddyl inh	LMPTP block	NadD block	SMILES
-3	-6	-2	-3	i	i	0	-4	0.6	-1	COc1cccc(C(=O)N2CCN(Cc3cn[nH]c3-c3ccc(F)cc3F)CC2)c1
3	3	2	-11	i	i	4	1	1.6	8	Cc1cc(C)c(NC(=O)CN(C)CC(=O)Nc2cccc(S(=O)(=O)N(C)c3ccccc3)c2)c(C)c1
-4	-26	-4	0	i	i	2	4	4.6	-6	CCc1ccc2[nH]c(C)c(CN3CCCCCC3)c(=O)c2c1
-10	1	2	0	i	i	-3	-1	1.1	1	O=C(c1cccnc1)N1CCCC(Nc2ccc(F)cc2)C1 (configuration not stated)
-8	-22	-18	-22	.	i	-12	39	3.2	17	N#CC1=C(N)SC(N)=C(C#N)C1c1cccc(Oc2ccccc2)c1
-2	-4	3	-4	i	i	4	3	-1.1	-1	N#CC1=C(N)C(C#N)(C#N)C(c2cccnc2)C2COCC=C12 (configuration not stated)
0	3	1	1	i	i	1	-7	0.8	0	Cc1cc(C(=O)CCC(=O)NCC(=O)Nc2c(C)cccc2C)c(C)s1
22	-1	8	19	i	i	1	1	34	2	COc1ccc(-c2nc3cc(NC(=O)c4ccc5c(c4)OCO5)ccc3o2)cc1

Single records, as listed above.
Cc1cc(C)c(NC(=O)CN(C)CC(=O)Nc2cccc(S(=O)(=O)N(C)c3ccccc3)c2)c(C)c1 is listed with Scp1 inh: 3; SUMO1-SIM PPI: 3; STEP block: 2; DNMT1 block: -11; Rpn11 inh: i; Neddyl block: i; Rin1 Abl inh: 4; CSN deneddyl inh: 1; LMPTP block: 1.6; NadD block: 8
COc1ccc(-c2nc3cc(NC(=O)c4ccc5c(c4)OCO5)ccc3o2)cc1 is listed with Scp1 inh: 22; SUMO1-SIM PPI: -1; STEP block: 8; DNMT1 block: 19; Rpn11 inh: i; Neddyl block: i; Rin1 Abl inh: 1; CSN deneddyl inh: 1; LMPTP block: 34; NadD block: 2

Next part
Scp1 inh	SUMO1-SIM PPI	STEP block	DNMT1 block	Rpn11 inh	Neddyl block	Rin1 Abl inh	CSN deneddyl inh	LMPTP block	NadD block	SMILES
5	5	5	2	i	i	1	-2	-0.1	0	O=C(Nc1nccs1)c1ccc(Cl)c(S(=O)(=O)N2CCCCC2)c1
-9	5	2	-4	i	i	-4	2	0.5	1	Cc1ccccc1C(=O)Nc1ccc2nc3n(c(=O)c2c1)CCC3
12	2	1	2	i	i	-2	-1	-0.4	1	O=C(NC1CCCCC1)C(c1ccccc1)N1CCC2(CC1)OCCO2 (configuration not stated)
0	-5	6	-1	i	i	2	3	4.9	7	O=C(Nc1ccccc1N1CCCCC1)c1cccc(OC(F)F)c1
-8	17	-2	-6	i	i	-5	1	-1.4	4	Cc1c(C(=O)Oc2ccc(-c3cnc4ccccc4n3)cc2)cccc1[N+](=O)[O-]
-8	-9	-2	-19	i	i	-2	-7	-1.2	1	CC1=NNC(=O)C1CCC(=O)N/N=C/C(Br)=C/c1ccccc1 (configuration not stated)
-3	0	-2	1	i	i	1	2	-0.3	3	CC(=O)c1c(C)nc(-c2ccc(Cl)cc2)nc1NC(=O)C(C)C
1	7	10	-3	i	i	-4	4	0.3	-9	COc1ccc(/C=C/C(=O)Nc2cccc(S(=O)(=O)N3CCCC3)c2)cc1OC
-2	4	-1	0	i	i	1	-1	-1.3	5	O=S(=O)(NCc1nnc2ccccn12)c1ccc(Cl)cc1
-9	-7	-2	-2	i	i	-1	5	4.3	-4	COc1cccc2cc(C(=O)NCc3ccc(Cl)cc3)c(=N)oc12
-8	-3	-3	-3	i	i	-1	4	0.4	6	CCc1cc(C(=O)OC)c(NC(=O)CC2SC(=NC)N(C)C2=O)s1 (configuration not stated)
-5	-1	-2	0	i	i	0	4	-0.9	2	O=C(NCCO)C(=O)NCC(c1ccc2c(c1)OCO2)N1CCN(c2ccc(F)cc2)CC1 (configuration not stated)
-4	-3	0	2	i	i	0	-3	0.2	-4	CCN(CC)c1ccc(S(=O)(=O)N2CCOCC2)cc1NC(=O)CN1C(=O)NC2(CCCC2)C1=O
-6	1	1	1	i	i	2	-3	0.0	1	Cc1ccsc1/C=N/NC(=O)c1nnn(-c2nonc2N)c1C
0	4	-1	3	i	i	1	-5	-2.3	-8	COc1ccc(CN2[C@@H](CC(=O)O)c3ccccc3S2(=O)=O)cc1
3	0	-3	-1	i	i	2	-1	-2.3	-5	CSCC[C@H](NC(=O)NCCC1=CCCCC1)C(=O)O
-11	3	1	31	i	i	4	5	0.6	-7	CCCn1c2ccccc2c2cnn(CC(=O)NC3CCCC(C)C3C)c(=O)c21 (configuration not stated)
5	-24	2	1	i	+	-5	-2	12	5	COc1ccc(CCNC(=O)c2cc3c(=O)n4cccc(C)c4nc3n(CC3CCCO3)c2=N)cc1 (configuration not stated)
-10	-30	0	39	i	i	0	-3	8.9	26	COc1ccc(OCC(=O)NNC(=S)NC(=O)c2ccc([N+](=O)[O-])cc2)cc1
-4	-35	-3	2	i	i	0	3	-0.9	-2	CCOC(=O)c1nc(-c2ccccc2)sc1C(C)=O
.	-1	.	.	.	i	.	-4	-1.4	.	CCC(CC)C(C(=O)NCc1ccccc1)N1CCN(CCN2CCOCC2)CC1 (configuration not stated)
-1	1	-2	-3	i	i	-2	1	-0.1	-5	CCOC(=O)C1=C(C)NC2=C(C(=O)OC2)C1c1ccccc1 (configuration not stated)
-13	3	0	6	i	i	1	7	-0.4	-6	Cc1ccc(S(=O)(=O)N(CC(=O)Nc2ccccc2C(=O)O)c2ccccc2)cc1
5	-3	-2	5	i	i	1	1	1.3	-6	CC(NC(=O)C1CCCN(C(=O)c2ccc(Cl)cc2)C1)c1cccc(C(F)(F)F)c1 (configuration not stated)
-6	-3	-2	-1	i	i	0	-4	-0.1	-3	Cc1ccc(N2CC(C(=O)NC3=NCCS3)CC2=O)cc1 (configuration not stated)
-4	9	1	3	i	i	-1	3	-2.1	3	COc1ccc(-c2ccc3c(c2)[C@@H]2C[C@H]4[C@@H](C(=O)N2CC3)[C@H](C)ON4C)cc1
-10	-8	2	0	i	i	-2	-6	-1.1	-2	COCCn1c(SCC(=O)N2CCC(C)CC2)nc2c(c1=O)SCC2
-1	-4	-1	0	i	i	-2	-5	-0.4	-1	CC(C)(C)c1ccc(/C=C/C(=O)N2CCCCC2)cc1
-2	-1	4	0	i	i	2	-2	-1.2	0	Cc1cccc([N+](=O)[O-])c1NC(=O)COC(=O)c1nc2nccc(C)n2n1
-5	-2	6	-1	i	i	-4	-4	-2.1	-5	CCCCNC(=O)c1cc(-c2ccc(OC)c(OC)c2)on1
-7	7	1	-8	i	i	5	3	1.6	-5	CCOC(=O)[C@@H]1[C@H]2COc3ccccc3[C@H]2N2C(=O)N(c3ccc(Cl)cc3)C(=O)[C@@]12C
4	-1	0	2	i	i	2	-2	0.4	-1	CCOC(=O)c1ccc(S(=O)(=O)NC2CCC(C)CC2)cc1 (configuration not stated)
.	-1	2	2	i	i	-2	-3	-0.1	0	COc1ccc(C(C)=O)cc1CN1C(=O)C(Cc2ccccc2)ON=C1c1ncccc1C (configuration not stated)
-1	-14	10	0	i	i	2	-6	0.7	-3	CCOC(=O)C1=C(COC(=O)/C=C/c2ccccc2F)NC(=O)NC1C (configuration not stated)
-5	2	0	6	i	i	2	-1	3.8	-8	O=C(COC(=O)C1(c2ccc(F)cc2)CCCC1)Nc1ncc(C(F)(F)F)cc1Cl
.	0	-1	-9	i	i	2	-2	-3.1	4	C[C@@H]1CN([C@@H](C)CO)C(=O)c2cc(C#Cc3cccc(F)c3)cnc2O[C@@H]1CN(C)CC1CCOCC1
-10	3	-1	9	i	i	-2	1	-1.0	-2	O=C(O)CCc1ccc(S(=O)(=O)N2CCOCC2)cc1
-8	-1	1	5	i	i	2	-8	-2.6	-4	CC(=O)NC(Cc1cccc(F)c1)C(=O)NC1CCN(C(=O)c2cccc(C)c2)CC1 (configuration not stated)
-5	-1	1	0	i	i	2	-12	-1.0	1	CCCCC(=O)NC(Nc1sc2c(c1C(N)=O)CCCC2)(C(=O)OCC)C(F)(F)F (configuration not stated)
-7	-9	2	14	i	i	-3	5	-0.3	-6	CCc1cccc2[nH]c3cc([N+](=O)[O-])ccc3c12
-8	0	0	-15	i	i	-2	-1	0.9	1	CCOC(=O)c1ccc(CNC(=O)CSc2nc(NC(=O)c3ccccc3)c3c(C)c(C)oc3n2)cc1
-4	3	1	-2	i	i	1	1	-0.4	2	CCc1nnc(NC(=O)CN2CCC(O)(c3ccccc3OC)CC2)s1
6	0	0	-6	i	i	3	5	1.4	5	COc1ccc(-n2c(Cc3cccs3)nnc2SCC(=O)Nc2ccc3c(c2)OCCO3)cc1
-8	-3	-4	3	i	i	4	4	-0.9	2	CCOC(=O)N1CCC(O)(c2cc(C)c(C)cc2C)CC1
-11	-3	-2	-5	i	i	0	5	15	31*	Cc1ccccc1COc1ccc(/C(O)=C2/C(=O)C(=O)N(CCCn3ccnc3)C2c2ccco2)cc1 (configuration not stated)
-8	1	-1	0	i	i	3	2	1.6	-8	Cc1noc(C)c1C(=O)Nc1sc(C)c(-c2ccccc2)c1C#N
.	-3	-3	0	i	i	1	0	-0.9	-1	COCCNC(=O)c1ccc(N2CC3CC(C2)c2cccc(=O)n2C3)c(NC(=O)c2ccccc2Cl)c1 (configuration not stated)
0	9	0	-1	i	i	2	4	0.2	1	CC1Cc2cc(S(=O)(=O)N3CCC(C(=O)N(C)Cc4ccco4)CC3)ccc2N1C(=O)C1CCC1 (configuration not stated)
3	-4	0	2	i	i	1	-1	0.5	2	O=C(c1cccc(NS(=O)(=O)c2ccccc2)c1)N1CCCCC1
-2	2	-3	-4	i	i	1	-18	-2.1	7	O=C(CN1C(=O)NC2(CCc3ccccc3C2)C1=O)Nc1ccc(F)cc1 (configuration not stated)
-7	-4	-2	2	i	i	0	-3	-0.2	-4	CCOc1ccc(CCNC(=O)c2cnccn2)cc1OCC
-10	-6	11	-4	i	i	6	-1	0.2	-3	O=C(CNc1ccc(F)cc1)N/N=C1\CCCc2ccccc21
-7	0	0	9	i	i	-4	-2	-2.3	-5	CCOC(=O)C(NC(=O)c1ccccc1)(OCC1(CC)COC1)C(F)(F)F (configuration not stated)

Copied from the list:
DNMT1 block, CCOc1ccc(CCNC(=O)c2cnccn2)cc1OCC = 2
Rin1 Abl inh, O=C(CNc1ccc(F)cc1)N/N=C1\CCCc2ccccc21 = 6
CSN deneddyl inh, CCOC(=O)C(NC(=O)c1ccccc1)(OCC1(CC)COC1)C(F)(F)F (configuration not stated) = -2
LMPTP block, O=C(c1cccc(NS(=O)(=O)c2ccccc2)c1)N1CCCCC1 = 0.5
LMPTP block, O=C(CN1C(=O)NC2(CCc3ccccc3C2)C1=O)Nc1ccc(F)cc1 (configuration not stated) = -2.1
